# Screening data from PubChem BioAssay.
# MT stabilizer: microtubule stabilizers in HeLa cells, primary screen, imaging, high-content imaging | HeLa tubulin immunostaining HCS, 24 h; share of cells brighter than vehicle mean+2SD | 200,000 tested, 0.83% active | % tubulin-high responders, % at 10 µM;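 active means plate Z-score above 3 for both tubulin-high and condensed-nucleus cell shares, with cell loss under 80%, at 10 µM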;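 further: anti alpha tubulin signal scored within the nucleus-defined area of each cell; some results filed as inactive read as strong as hits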
# Ins promoter up: insulin promoter activators in MIN6 cells, imaging, high-content screening, mouse beta cells; MIN6 insulin promoter-GFP reporter; active compounds read high; z-score at 5 µM; 190,000 tested, 0.3% active;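 active means z-score above 3 at 5 µM with at least 500 cells counted in the well; inconclusive means wells under 500 cells, flagged as cytotoxic or low count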
# WT yeast gro inh: growth inhibition of WT strain, primary screen, mitochondrial fusion inhibitor project, WT and mutant strains, chemical genetic; inhibition, % at 10 µM; mitochondrial fusion phenotypic screen; AID 1362, 2008; 190,000 tested, 2.1% active; in the data active means inhibition above about 58%; tested in S. cerevisiae
# AID2073: inhibitors of Mint1-CaV2.2 protein interaction, biochemical, HTRF (AID 2073). HTRF protein-protein interaction, Mint1-CaV2.2; higher % means a stronger effect. inhibition, % at 20 µM, or IC50 in µM where a hit was titrated. 290,000 tested, 0.19% active; in the data active means inhibition mostly above about 51%, no sharp cut-off; inconclusive means no clear call, values can overlap the other calls; inactive means mostly below about 53%; further: some results filed as inactive read as strong as hits
# Yfh1-depleted yeast: enhancers of respiration in Yfh1-depleted yeast, dose response, Friedreich's ataxia, plus single-dose screen (AID 1465); 220,000 tested, 0.074% active; S. cerevisiae Yfh1-off respiration, WST-1 reduction, 72 h; higher fold induction means a stronger effect; fold induction at 50 µM; hits with a dose series show EC50 in µM;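 active means fold induction of absorbance versus untreated yeast above a set limit, then at least 30% activation at any dose in follow-up; inconclusive means repeats straddling the limit, or above it without dose testing; inactive means fold induction below the set limit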;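 further: activators that raise dye reduction in frataxin-depleted yeast; strong numbers were not always called active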
# Autophagy mod: autophagy modulators in MEF cells, primary screen, imaging, high-content, MEF GFP-LC3; MEF GFP-LC3 puncta imaging; test concentration mostly 10 µM; calls only at 10 µM (by protocol); 190,000 tested, 0.98% active;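 active means percentage of spot-positive cells more than 3 SD above its plate mean, without a fluorescence outlier flag or 80% toxicity; inconclusive means no clear call, values can overlap the other calls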;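 further: spot-positive cell cutoff set from DMSO-treated cells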
# HIV fusion peptide: inhibitors of HIV fusion peptide binding, primary screen, biochemical, uHTS, fluorescence dequenching (AID 1986); inhibition, % at 20 µM; hits with a dose series show IC50 in µM; cell-free peptide binding, fluorescence dequenching, 30 min; higher % means a stronger effect; 290,000 tested, 0.3% active; in the data active means inhibition mostly above about 52%, no sharp cut-off; inactive means mostly below about 76%; further: some results filed as inactive read as strong as hits
# Dynein transport: inhibitors of GR-EGFP nuclear translocation, primary screen, dynein cargo transport inhibitor project, imaging, high-content, 3617.4 mouse cells; test concentration mostly 20 µM; stimulated with dexamethasone, 1 µM; active compounds read low; z-score, hits read low; 220,000 tested, 0.47% active;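 active means plate z-score of nuclear minus cytoplasmic receptor signal below a set negative limit, without overly bright fluorescence or cell loss, cut at about -3.5 in these data, passing the limit was not always enough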;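 further: z-score of nuclear minus cytoplasmic ring GR-EGFP intensity difference per well; some compounds called inactive have numbers as strong as hits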
#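 Buffer or medium: tet-free, stripped-serum medium; reagent: dexamethasone at 1.0 µM final, 30 min; incubation: 48 h induction, 1 h compound, 30 min dex at 37 °C; measured by: formaldehyde fixation, Hoechst nuclear stain, 10x automated fluorescence imaging; read-out: nuclear-to-cytoplasmic GR-EGFP distribution per well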
# b-catenin transl: modulators of beta-catenin nuclear translocation, primary screen, imaging, HeLa cells, immunofluorescence, high-content. AID 1665, 2009. 190,000 tested, 0.3% active. nuclear translocation activity, % at 5 µM;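 active means nuclear translocation activity above 50% at 5 µM, with a well cell count of 50 or more; inconclusive means wells under 50 cells across six images, flagged as toxic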;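 further: per-cell ratio of nuclear to cytoplasmic median beta-catenin stain intensity; plate controls were DMSO negative control for no effect and GSK-3 inhibitor IX positive control for full effect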
#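 Test system: human HeLa cells, endogenous beta-catenin. Times: 24 h compound exposure, 37°C. Measured by: beta-catenin immunofluorescence imaging with DAPI.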
# WT yeast gro inh mutant strain: further read-out of WT yeast gro inh, marked with its call; inhibition, %; mitochondrial fusion phenotypic screen, mutant strain inhibition
# Dynein transport cytoplasmic EGFP: second read-out of Dynein transport, no call of its own (marks repeat the call); z-score; measured here: cytoplasmic GR-EGFP intensity; active compounds read high
# Dynein transport nuclear GR-EGFP: further read-out of Dynein transport, marked with its call; z-score; measured here: nuclear GR-EGFP intensity;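 lower value marks the stronger effect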
# Dynein transport cell count: second read-out of Dynein transport, no call of its own (marks repeat the call); z-score; measured here: cell count per field
# Ins promoter up cell count: recorded beside Ins promoter up, whose call it bears; cell count; measured here: cytotoxicity, nuclei count;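 total cells summed across four imaged fields per well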
# b-catenin transl cell count 5 µM: second read-out of b-catenin transl, no call of its own (marks repeat the call); cell count; measured here: cell count, cytotoxicity flag
# MT stabilizer Hoechst-high %: recorded beside MT stabilizer, whose call it bears; % Hoechst-high responders; measured here: nuclear condensation Hoechst responders;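 share of cells brighter than vehicle mean plus two SD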
# MT stabilizer cytotoxicity %: also measured in MT stabilizer; calls as there; toxicity, %; measured here: cytotoxicity by cell density;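 0% = mean cell density of plate MIN control wells and 100% = no cells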
# Autophagy mod cell loss 18 h: second read-out of Autophagy mod, no call of its own (marks repeat the call); toxicity, %; measured here: cell loss, nuclei count;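 cell loss after 18 h compound exposure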
# * hit, by the source's call; i = inactive; ? = inconclusive; · = not tested or not shown; + = active, no number.
SMILES,MT stabilizer,MT stabilizer Hoechst-high %,MT stabilizer cytotoxicity %,Ins promoter up,Ins promoter up cell count,WT yeast gro inh,WT yeast gro inh mutant strain,AID2073,Yfh1-depleted yeast,Autophagy mod,Autophagy mod cell loss 18 h,HIV fusion peptide,Dynein transport,Dynein transport cytoplasmic EGFP,Dynein transport nuclear GR-EGFP,Dynein transport cell count,b-catenin transl,b-catenin transl cell count 5 µM
COc1ccc2c(c1)c(C(=O)CN1CCC(C(N)=O)CC1)c(C)n2C,2.3,1.5,9.3,0.5,1567,3.0,-0.3,8.4%,i,i,5.2,3.1%,0.122,-0.171,0.442,-0.224,0.4,996
O=C(Nc1ccc2c(c1)OCO2)c1ccc(Br)c(S(=O)(=O)N2CCCC2)c1,3.9,2.1,5.5,·,·,14.0,3.5,6.3%,i,i,1.9,-2.2%,-0.116,-0.241,0.0152,0.978,-2.6,492
CCc1ccc(S(=O)(=O)NCCc2csc(C)n2)s1,1.7,1.4,8.8,-0.42,1510,-4.3,12.7,13.2%,i,i,-22.0,-1.4%,-0.101,0.246,0.436,0.0925,-0.9,1014
CC(NC(=O)COC(=O)c1ccc2c(c1)S(=O)(=O)N=C1CCCCCN12)C12CC3CC(CC(C3)C1)C2 (stereo not drawn),5.0,2.1,10.2,-0.98,1483,-14.3,9.9,20.1%,i,i,7.4,-1.1%,-0.585,0.147,-0.331,0.0854,1.7,1041
O=C(Nc1cccc(F)c1)NC1CCCCC1,2.7,2.6,5.3,0.88,1072,8.2,-4.7,5.3%,i,i,-2.8,-0.2%,1.06,-0.147,0.551,0.428,-1.9,1036
COc1cc(OC)nc(NC(=S)NC(=O)c2ccccc2)n1,6.1,3.0,4.8,·,·,2.9,-11.1,4.7%,i,i,5.0,0.7%,1.01,-0.179,2.06,-1.4,0.4,895
Cc1ccc(-c2nc(N3CCOCC3)sc2C(=O)N2CCCCC2)cc1,1.1,3.3,6.8,-0.36,1399,-2.2,-2.3,4.8%,·,i,7.3,2.4%,1.17,-0.171,0.389,-0.624,5.0,973
O=C(Nc1ccccc1N1CCN(c2ccccc2)CC1)c1cccc(F)c1,4.1,3.7,5.8,-0.68,1225,6.8,20.8,-1.9%,i,i,6.9,0.1%,0.0184,-0.208,0.207,-0.0716,-0.8,1160
CCC(=O)c1cn(CC(=O)OC)c2ccccc12,2.1,1.9,10.6,-0.13,916,-5.2,-6.6,-6.8%,i,i,-1.2,1.4%,1.02,0.033,0.459,-0.249,-2.5,1132
CC(NC(=O)COC(=O)/C=C/c1ccco1)c1ccccc1 (stereo not drawn),3.1,2.9,5.7,-0.07,1192,9.2,4.0,1.0%,i,i,-2.6,1.1%,0.0668,-0.292,0.35,-0.544,-1.0,1124
CC(=O)c1cnc(Nc2nc(C)c3ccc(C)cc3n2)nc1C,1.5,1.9,6.4,0.45,1054,-20.0,4.2,9.3%,i,i,-5.1,4.8%,0.00764,-0.209,0.162,-0.285,-6.0,1233
Cc1ccc(C(c2nnnn2C2CCCC2)N2CCN3CCCC3C2)cc1 (stereo not drawn),3.5,1.0,3.8,-0.16,1509,13.5,3.2,-6.5%,i,i,0.3,0.0%,-0.271,-0.217,-0.852,0.552,-1.6,1337
Cc1cccc(Oc2nc(-c3ccccc3)cc(C)c2S(C)(=O)=O)c1C,1.6,2.2,12.9,-0.74,829,37.3,38.7,-0.2%,i,i,1.6,-3.5%,-1.43,0.217,-0.79,1.03,4.1,1034
Cc1ccsc1-c1nc(CSCC(=O)NCc2ccc3c(c2)OCO3)c(C)o1,2.2,4.5,4.7,1.41,788,7.6,1.5,0.2%,·,i,14.5,-4.0%,0.715,-0.138,0.421,-0.323,·,·
NNC(=O)c1ccc(CSc2n[nH]c(=O)[nH]c2=O)cc1,·,·,·,-0.1,1298,·,·,-1.0%,i,·,·,0.9%,0.187,-0.28,-0.32,0.192,-0.4,1261
CC(Cc1cccs1)NC(=O)Nc1ccc(F)cc1 (stereo not drawn),1.9,0.7,2.9,1.17,920,-3.5,12.3,0.7%,·,i,-5.1,-2.5%,-0.771,0.0457,-0.126,0.225,·,·
Cn1cnnc1SCC(=O)Nc1ccc2nc(SCc3ccccc3F)sc2c1,1.3,0.3,3.2,1.33,893,-0.9,5.1,8.7%,i,i,-4.1,-0.8%,2.22,0.051,1.69,-1.48,-5.4,1166
COC(=O)c1cc(C)cc(=O)o1,·,·,·,·,·,·,·,-11.0%,i,·,·,-0.2%,0.651,-0.219,0.168,-0.553,-1.0,1327
CCOC(=O)N1CCN(c2nc(SC)nc3sc4c(c23)CC(C)(C)OC4)CC1,·,·,·,-0.31,1131,-1.1,0.3,-1.4%,i,·,·,0.5%,·,·,·,·,-0.3,1113
O=C(NCCc1ccc(Cl)cc1)C1CC(=O)N(C2CCCCC2)C1 (stereo not drawn),1.0,3.8,1.6,·,·,20.2,7.8,·,i,i,0.8,·,-0.549,-0.272,-0.187,0.192,·,·
CCN(CC)S(=O)(=O)c1ccc(-c2nnc(SCC(C)=O)o2)cc1,1.7,1.8,6.0,0.21,832,-3.4,-7.9,0.0%,i,i,0.6,0.0%,-0.0991,-0.0586,0.0119,-0.756,·,·
O=C(CSc1nc2ccsc2c(=O)n1Cc1ccccc1)NCC1CCCO1 (stereo not drawn),1.7,1.4,5.9,-0.53,1233,-7.6,17.4,1.8%,i,i,-0.1,-1.2%,-0.135,-0.349,-0.0256,0.537,-0.4,1131
CCC(C)NC(=O)c1cc(Cl)ccc1OC (stereo not drawn),3.6,2.4,2.9,1.8,921,-7.9,-1.5,2.6%,i,i,-12.4,-2.3%,0.243,-0.243,0.432,0.283,0.1,1048
CCOC(=O)C(C)n1ncn2cccc2c1=O (stereo not drawn),7.6,1.2,4.3,2.21,1444,-2.5,-14.1,-4.9%,i,i,5.5,1.6%,0.429,-0.172,0.605,0.502,-1.0,815
COc1ccc(-c2[nH]ncc2CNC(C)c2ccccc2Cl)cc1F (stereo not drawn),0.8,0.6,0.7,-1,1254,-7.3,-8.8,6.4%,i,i,-3.4,1.3%,0.4,-0.307,0.327,1.17,0.3,1569
Cc1cc(C)c2cc3c(N)c(C(=O)Nc4c(C)[nH]c(=O)[nH]c4=O)sc3nc2c1,2.5,4.4,7.3,0.56,1364,3.3,-5.7,11.7%,i,+,-14.4*,9.6%,-0.875,8.85,2.34,-0.514,6.9,1041
COc1ccc(OCC(=O)Nc2ccc3c(c2)nc(CN2CCCC2)n3C)cc1,2.2,1.3,8.7,·,·,-4.3,-6.9,-34.9%,i,i,-3.1,-1.8%,0.355,-0.343,0.242,-0.706,-3.8,1202
C/C(=N\NC(=O)C(=O)N/N=C(\C)c1cccc(O)c1)c1cccc(O)c1,3.5,2.4,5.7,0.54,1344,-3.7,5.4,2.6%,i,i,-6.5,-2.0%,-0.382,-0.362,-0.215,0.673,-0.3,1492
CC(C)CCN(C(=S)Nc1cccc(C(F)(F)F)c1)C(C)c1ccccn1 (stereo not drawn),·,·,·,0.42,868,·,·,-22.3%,i,·,·,0.2%,-1.18,-0.226,0.051,0.264,0.1,1308
Cc1cc(-n2c(C)cc(C(=O)CCl)c2C)no1,4.5,3.8,8.9,-3.18,652,-23.7,-0.2,0.9%,i,?,·,-0.8%,-7.33*,2.41*,-2.49*,-1.41*,-4.0,1057
CNc1nnc(Sc2ncccc2[N+](=O)[O-])s1,·,·,·,0.1,1060,·,·,3.5%,i,·,·,-1.9%,0.206,-0.159,-0.0847,0.201,1.0,1231
NC(=O)C1CCN(Cc2nc3cc(C(F)(F)F)ccc3c(=O)[nH]2)CC1,·,·,·,0.54,1063,·,·,7.6%,i,·,·,-1.1%,-0.268,-0.239,-0.0241,0.551,0.9,1295
CCCOc1ccc(C(=O)N2CCCC2)cc1OC,3.7,3.2,4.6,-0.56,1274,-11.0,8.0,1.6%,i,i,1.1,1.7%,-0.0127,-0.213,-0.194,0.763,·,·
COC(=O)c1ccc(CN2CCN(CCc3ccccc3)C(CCO)C2)cc1 (stereo not drawn),3.7,0.8,5.5,-0.54,1383,2.6,9.1,4.2%,i,i,-3.4,0.4%,-0.374,-0.104,-0.181,0.0277,0.9,1005
CS(=O)(=O)N1CCN(c2ccccc2NC(=O)c2cccc3ccccc23)CC1,2.9,1.7,5.3,·,·,0.1,-0.7,-16.5%,i,i,25.6,-1.8%,-0.089,-0.133,-0.0829,-1.83,1.3,1087

# One compound at a time, as listed above. Values in the order: MT stabilizer	MT stabilizer Hoechst-high %	MT stabilizer cytotoxicity %	Ins promoter up	Ins promoter up cell count	WT yeast gro inh	WT yeast gro inh mutant strain	AID2073	Yfh1-depleted yeast	Autophagy mod	Autophagy mod cell loss 18 h	HIV fusion peptide	Dynein transport	Dynein transport cytoplasmic EGFP	Dynein transport nuclear GR-EGFP	Dynein transport cell count	b-catenin transl	b-catenin transl cell count 5 µM
# CC(C)CCN(C(=S)Nc1cccc(C(F)(F)F)c1)C(C)c1ccccn1 (stereo not drawn) reads ·	·	·	0.42	868	·	·	-22.3%	i	·	·	0.2%	-1.18	-0.226	0.051	0.264	0.1	1308
# CCCOc1ccc(C(=O)N2CCCC2)cc1OC reads 3.7	3.2	4.6	-0.56	1274	-11.0	8.0	1.6%	i	i	1.1	1.7%	-0.0127	-0.213	-0.194	0.763	·	·
